Compound activity from PubChem.
SRC2 TRFRET art – counter-screen for PPARgamma SRC-2 recruitment agonists: TR-FRET artefact; 200,000 tested, 0.4% active; hits give high values; TR-FRET ratio at 8 µM; AID 1049; in the data active = TR-FRET ratio above about 2000; note: inactives centre near 1500
Efa HMGR inh – inhibitors of class II HMG-CoA reductase from Enterococcus faecalis. purified E. faecalis HMGR, NADPH absorbance 340 nm kinetic. inhibition, % at 10 µM. 190,000 tested, 0.41% active;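 active = inhibition above a set limit, the median over all tested compounds plus 3 SD, cut at about 9.5% in these data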;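 note: enzyme runs in reverse so mevalonate oxidation gives rising NADPH absorbance; 0% = complete reaction with DMSO and 100% = background rate lacking mevalonate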
TNAP inh hi DEA – blocks human TNAP under high phosphate acceptor concentration | purified TNAP, CDP-star luminescence, 1 M DEA | P05186 | 200,000 tested, 0.03% active | inhibition, % at 20 µM;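 active = over 50% inhibition of tissue-nonspecific alkaline phosphatase at 20 µM in the single-dose screen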;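 note: plate controls were DMSO wells for no effect and EDTA-quenched wells as full inhibition for full effect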
bIAP inhibitor – intestinal alkaline phosphatase (bovine) inhibition; 190,000 tested, under 10 active; inhibition, % at 20 µM; AID 1019; purified bovine IAP, CDP-star luminescence, 30 min;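 active = over 50% inhibition of intestinal alkaline phosphatase at 20 µM in the single-dose screen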
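Assay system: bovine IAP enzyme; medium: DEA buffer 100 mM, pH 9.8, with MgCl2 1.0 mM, ZnCl2 0.02 mM; doses: 20 µM single dose; incubation: enzyme reaction for 30 min at room temperature; detection: CDP-star luminescence signal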
bIAP activator – increases bovine intestinal alkaline phosphatase activity; purified bovine IAP, CDP-star luminescence, 30 min; hits give high values; fold of DMSO-control signal, blank-subtracted; activation factor at 20 µM; 200,000 tested, 0.17% active; AID 1016;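 active = activation factor of 2 or more at 20 µM, a signal rise over negative controls twice the positive control's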
TNAP act hiacc – increases human TNAP activity under high phosphate acceptor concentration; P05186; purified TNAP, CDP-star luminescence, 1 M DEA, 30 min; hits give high values; 0 = EDTA background, 1 = DMSO-only activity; activation factor at 20 µM; 200,000 tested, under 10 active; AID 1136;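 active = activation factor at least 2 at 20 µM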
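Assay system: human TNAP; Input: enzyme diluted 1/800 final; Reagent: CDP-star luminogenic substrate at 100 µM final; Timing: 30 min, room temperature; Signal: luminescence; Evaluation: TNAP activation factor scaled between EDTA and DMSO control wells.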
TNAP inh noacc – inhibitors of human TNAP without phosphate acceptor. purified TNAP, CDP-star luminescence, 30 min. inhibition, % at 20 µM. 200,000 tested, 0.26% active. AID 1012;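 active = tissue-nonspecific alkaline phosphatase inhibition above about 50% at 20 µM in the single-dose screen, limit read from the data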;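 note: 0% = DMSO negative control and 100% = EDTA positive control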
PPARg SRC1 recr – promotes SRC-1 coactivator recruitment by human PPARgamma; PPARgamma-SRC-1 coactivator recruitment biochemical assay; activation, % at 8 µM; 200,000 tested, 0.41% active; in the data active = activation above about 19%;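 note: 0% = DMSO and 100% = reference agonist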
Target sequence (P37231 whole entry, looked up): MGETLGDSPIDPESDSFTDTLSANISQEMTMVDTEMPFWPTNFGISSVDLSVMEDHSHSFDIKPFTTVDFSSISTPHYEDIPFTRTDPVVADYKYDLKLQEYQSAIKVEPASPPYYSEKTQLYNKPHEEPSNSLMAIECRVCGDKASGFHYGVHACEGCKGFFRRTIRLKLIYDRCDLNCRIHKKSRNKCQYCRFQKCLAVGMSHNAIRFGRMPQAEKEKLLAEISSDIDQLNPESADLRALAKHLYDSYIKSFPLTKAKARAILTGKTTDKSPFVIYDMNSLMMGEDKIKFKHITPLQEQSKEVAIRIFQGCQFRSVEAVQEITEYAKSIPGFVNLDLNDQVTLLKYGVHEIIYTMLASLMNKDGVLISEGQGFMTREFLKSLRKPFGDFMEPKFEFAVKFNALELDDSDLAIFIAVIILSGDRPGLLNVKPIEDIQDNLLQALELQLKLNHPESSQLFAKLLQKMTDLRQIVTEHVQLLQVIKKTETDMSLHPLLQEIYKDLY
PPARg SRC-2 ag – promotes SRC-2 coactivator recruitment by human PPARgamma; PPARgamma LBD-SRC-2 recruitment, biochemical; AID 1032; activation, % at 8 µM; P37231; 200,000 tested, 0.34% active; in the data active = activation above about 22%;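 note: 0% = vehicle and 100% = reference agonist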
PPARg SRC3 recr – PPARgamma-driven SRC-3 recruitment agonism; AID 731; 200,000 tested, 0.26% active; biochemical PPARgamma/SRC-3 coactivator recruitment assay; activation, % at 8 µM; P37231; in the data active = activation above about 23%;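 note: 0% = DMSO and 100% = reference agonist; some compounds past the cut are filed as inactive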
* = called active by the depositor.

O=C(NCc1ccccc1)c1ccc(Oc2ccc(C(=O)NCc3ccccc3)cc2)cc1 was read as SRC2 TRFRET art 1664, Efa HMGR inh -2, TNAP inh hi DEA -3, bIAP inhibitor 3, bIAP activator 1, TNAP act hiacc 1, TNAP inh noacc -13, PPARg SRC1 recr -2, PPARg SRC-2 ag 7 and PPARg SRC3 recr 2.
Nc1nnc(SCC(=O)NC2CCCCC2)s1 was read as SRC2 TRFRET art 1483, Efa HMGR inh -4, TNAP inh hi DEA -5, bIAP inhibitor 12, bIAP activator 0.9, TNAP act hiacc 1, TNAP inh noacc -7, PPARg SRC1 recr 1, PPARg SRC-2 ag -2 and PPARg SRC3 recr 1.
CCOc1ccccc1N1CCN(c2nc(N)c(C#N)c(CC#N)c2C#N)CC1 was read as SRC2 TRFRET art 1666, Efa HMGR inh -7, TNAP inh hi DEA -8, bIAP inhibitor -7, bIAP activator 1.1, TNAP act hiacc 1.1, TNAP inh noacc -10, PPARg SRC1 recr 8, PPARg SRC-2 ag 16 and PPARg SRC3 recr 29*.
Screening COc1cc(NC(=O)c2cccs2)c(OC)cc1NC(=O)CCC(=O)Nc1cccc2ncccc12 returned SRC2 TRFRET art 1510, Efa HMGR inh -2, TNAP inh hi DEA -5, bIAP inhibitor 1, bIAP activator 1, TNAP act hiacc 1.1, TNAP inh noacc -13, PPARg SRC1 recr -4, PPARg SRC-2 ag -3 and PPARg SRC3 recr -1.
Screening Cc1ccc(S(=O)(=O)N(CC(O)CN2C(=O)NC(C)(C)C2=O)c2ccccc2)cc1 (stereo not given) returned SRC2 TRFRET art 1588, Efa HMGR inh -5, TNAP inh hi DEA 0, bIAP inhibitor -7, bIAP activator 1.1, TNAP act hiacc 1, TNAP inh noacc -6, PPARg SRC1 recr 2, PPARg SRC-2 ag 5 and PPARg SRC3 recr -2.
Cc1cc(NS(=O)(=O)c2ccc(NC(=O)c3ccoc3C)cc2)nc(C)n1 was read as SRC2 TRFRET art 1455, Efa HMGR inh 6, TNAP inh hi DEA 1, bIAP inhibitor 5, bIAP activator 1, TNAP act hiacc 1, TNAP inh noacc -12, PPARg SRC1 recr 4, PPARg SRC-2 ag 2 and PPARg SRC3 recr 1.
Screening c1cncc(C(c2nnnn2C2CCCC2)N2CCN(Cc3ccc4c(c3)OCO4)CC2)c1 (stereo not given) returned SRC2 TRFRET art 1473, Efa HMGR inh 3, TNAP inh hi DEA -5, bIAP inhibitor -6, bIAP activator 1.1, TNAP act hiacc 1, TNAP inh noacc -14, PPARg SRC1 recr -1, PPARg SRC-2 ag 1 and PPARg SRC3 recr -8.
For Cc1c(CCC(=O)O)c(=O)oc2cc(O)ccc12 the results were SRC2 TRFRET art 1469, Efa HMGR inh -3, TNAP inh hi DEA -9, bIAP inhibitor 1, bIAP activator 1, TNAP act hiacc 1.1, TNAP inh noacc -18, PPARg SRC1 recr 14, PPARg SRC-2 ag 5 and PPARg SRC3 recr 1.
Screening CC(=O)Nc1nc2ccccc2n1CCN1CCOCC1 returned SRC2 TRFRET art 1366, Efa HMGR inh 0, TNAP inh hi DEA 2, bIAP inhibitor 4, bIAP activator 1, TNAP act hiacc 1, TNAP inh noacc 2, PPARg SRC1 recr 2, PPARg SRC-2 ag -7 and PPARg SRC3 recr 3.
`CCn1c(SCC(=O)NCCc2ccc(F)cc2)nnc1-c1cccs1` gave SRC2 TRFRET art 1620, Efa HMGR inh -6, TNAP inh hi DEA 6, bIAP inhibitor 3, bIAP activator 1, TNAP act hiacc 0.9, TNAP inh noacc -4, PPARg SRC1 recr 10, PPARg SRC-2 ag 4 and PPARg SRC3 recr -3.
`COc1cccc(NS(=O)(=O)c2ccc3[nH]cc(C(=O)NCCC(C)C)c(=O)c3c2)c1` gave SRC2 TRFRET art 1433, Efa HMGR inh 0, TNAP inh hi DEA -2, bIAP inhibitor 0, bIAP activator 1, TNAP act hiacc 1, TNAP inh noacc -8, PPARg SRC1 recr 5, PPARg SRC-2 ag 14 and PPARg SRC3 recr 3.
`COc1ccc2c(c1OC)C(=O)OC2Nc1nc(-c2cc3ccccc3oc2=O)cs1` (stereo not given) gave SRC2 TRFRET art 1641, Efa HMGR inh -7, TNAP inh hi DEA 0, bIAP inhibitor 41, bIAP activator 0.6, TNAP act hiacc 1, TNAP inh noacc -36, PPARg SRC1 recr 0, PPARg SRC-2 ag 14 and PPARg SRC3 recr 4.
For C/C(=N\NC(=O)c1ccccc1)c1ccccc1F the results were SRC2 TRFRET art 1744, Efa HMGR inh 9, TNAP inh hi DEA 0, bIAP inhibitor -9, bIAP activator 1.1, TNAP act hiacc 1, TNAP inh noacc -8, PPARg SRC1 recr 6, PPARg SRC-2 ag 2 and PPARg SRC3 recr 0.
Cc1cc(C)cc(OCC(=O)NNC(=O)CCN2C(=O)c3ccccc3C2=O)c1 was read as SRC2 TRFRET art 1440, Efa HMGR inh 5, TNAP inh hi DEA -2, bIAP inhibitor 2, bIAP activator 1, TNAP act hiacc 1, TNAP inh noacc -47, PPARg SRC1 recr 5, PPARg SRC-2 ag -4 and PPARg SRC3 recr 2.
CCC1=Nc2cc(C(=O)NCC3CCCO3)ccc2Sc2ccc(Br)cc21 (stereo not given) was read as SRC2 TRFRET art 1509, Efa HMGR inh -1, TNAP inh hi DEA -4, bIAP inhibitor 3, bIAP activator 1, TNAP act hiacc 1, TNAP inh noacc 0, PPARg SRC1 recr -5, PPARg SRC-2 ag 6 and PPARg SRC3 recr 5.
Cc1ccccc1NC(=O)c1cccc(N2C(=O)C3C4CCC(C4)C3C2=O)c1 (stereo not given) was read as SRC2 TRFRET art 1760, Efa HMGR inh -4, TNAP inh hi DEA -2, bIAP inhibitor 10, bIAP activator 0.9, TNAP act hiacc 1, TNAP inh noacc -7, PPARg SRC1 recr 3, PPARg SRC-2 ag 7 and PPARg SRC3 recr -7.
For O=C(Cn1cnc2c(cnn2-c2ccccc2)c1=O)N1CCCc2ccccc21 the results were SRC2 TRFRET art 1495, Efa HMGR inh -2, TNAP inh hi DEA -6, bIAP inhibitor -2, bIAP activator 1, TNAP act hiacc 1.1, TNAP inh noacc -14, PPARg SRC1 recr 0, PPARg SRC-2 ag -1 and PPARg SRC3 recr -9.
CC(C)(C)NC(=O)C1CC(=O)OC12CCOC(C)(C)C2 (stereo not given) was read as SRC2 TRFRET art 1339, Efa HMGR inh 0, TNAP inh hi DEA 5, bIAP inhibitor -11, bIAP activator 1.1, TNAP act hiacc 0.9, TNAP inh noacc 0, PPARg SRC1 recr -3, PPARg SRC-2 ag -6 and PPARg SRC3 recr 2.
`O=C(NCC1CCCO1)C1CCN(CC2CCCCC2)CC1` (stereo not given) gave SRC2 TRFRET art 1277, Efa HMGR inh -2, TNAP inh hi DEA -4, bIAP inhibitor -2, bIAP activator 1, TNAP act hiacc 1, TNAP inh noacc -10, PPARg SRC1 recr -2, PPARg SRC-2 ag -3 and PPARg SRC3 recr 0.
CC(OC(=O)c1cc[n+]([O-])cc1)C(=O)Nc1ccc(Cl)cn1 (stereo not given) was read as SRC2 TRFRET art 1596, Efa HMGR inh -13, TNAP inh hi DEA -7, bIAP inhibitor -8, bIAP activator 1.1, TNAP act hiacc 1.1, TNAP inh noacc -8, PPARg SRC1 recr 4, PPARg SRC-2 ag 2 and PPARg SRC3 recr 3.
For CCN(CC)C(=O)C(=O)N/N=C/c1ccc(Br)cc1 the results were SRC2 TRFRET art 1547, Efa HMGR inh 0, TNAP inh hi DEA -2, bIAP inhibitor 13, bIAP activator 0.9, TNAP act hiacc 1, TNAP inh noacc -10, PPARg SRC1 recr -6, PPARg SRC-2 ag 0 and PPARg SRC3 recr 3.
Screening CC(=O)c1ccccc1OCCOCCOc1ccccc1C(C)=O returned SRC2 TRFRET art 1484, Efa HMGR inh -1, TNAP inh hi DEA -1, bIAP inhibitor 4, bIAP activator 1, TNAP act hiacc 1, TNAP inh noacc -6, PPARg SRC1 recr 2, PPARg SRC-2 ag 0 and PPARg SRC3 recr 4.
Screening CCCNC(=O)c1c(N)n(-c2cc(OC)cc(OC)c2)c2nc3ccccc3nc12 returned SRC2 TRFRET art 1839, Efa HMGR inh -6, TNAP inh hi DEA -7, bIAP inhibitor -15, bIAP activator 1.1, TNAP act hiacc 1.1, TNAP inh noacc -30, PPARg SRC1 recr -8, PPARg SRC-2 ag 2 and PPARg SRC3 recr 1.
For CCOC(=O)CN1C(=O)SC(Nc2ccc(C)cc2)C1=O (stereo not given) the results were SRC2 TRFRET art 1677, Efa HMGR inh -2, TNAP inh hi DEA -3, bIAP inhibitor 1, bIAP activator 1, TNAP act hiacc 1, TNAP inh noacc -10, PPARg SRC1 recr -8, PPARg SRC-2 ag 4 and PPARg SRC3 recr 2.
CC(=O)c1c(-c2ccccc2)c2cc(Cl)ccc2[nH]c1=O was read as SRC2 TRFRET art 1676, Efa HMGR inh 0, TNAP inh hi DEA -5, bIAP inhibitor -6, bIAP activator 1.1, TNAP act hiacc 1, TNAP inh noacc 4, PPARg SRC1 recr 0, PPARg SRC-2 ag 4 and PPARg SRC3 recr 6.
For O=C(c1ccco1)N1CCN(C(=O)c2cnn3cccnc23)CC1 the results were SRC2 TRFRET art 1498, Efa HMGR inh -2, TNAP inh hi DEA -2, bIAP inhibitor 4, bIAP activator 1, TNAP act hiacc 1, TNAP inh noacc -12, PPARg SRC1 recr -2, PPARg SRC-2 ag -5 and PPARg SRC3 recr 12.
O=C(CSc1nnc(-c2ccc3c(c2)OCCO3)o1)N1CCCC1 was read as SRC2 TRFRET art 1410, Efa HMGR inh -3, TNAP inh hi DEA -10, bIAP inhibitor 7, bIAP activator 0.9, TNAP act hiacc 1.1, TNAP inh noacc -3, PPARg SRC1 recr 3, PPARg SRC-2 ag 11 and PPARg SRC3 recr 17.
